From PubChem BioAssay
yeast sgs1 mgt1: NCI yeast anticancer drug screen, S. cerevisiae sgs1 mgt1 strain. 78,000 compounds, 10% hits. % growth inhibition at 50 µM;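 also: 0% = growth of vehicle-only cultures of the same strain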
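Genetically altered yeast, compound exposure, growth inhibition relative to vehicle.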
yeast rad50: NCI yeast anticancer drug screen, S. cerevisiae rad50 strain; 79,000 compounds, 10% hits; growth inhibition, % at 50 µM;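 also: 0% = growth of vehicle-only cultures of the same strain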
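Compounds were tested on a yeast strain with an engineered DNA damage repair alteration; the reported value is growth inhibition normalised to vehicle treatment.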
yeast bub3: NCI yeast anticancer drug screen, S. cerevisiae bub3 mutant strain | % growth inhibition at 50 µM | 78,000 compounds, 9.9% hits | AID 167;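 also: 0% = growth of vehicle-only cultures of the same strain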
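Yeast carrying a defined mutation is treated with each compound, and growth is compared with that of vehicle-exposed cells to give inhibition.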
mec2-1: NCI yeast anticancer drug screen, S. cerevisiae mec2-1 strain; growth inhibition, % at 50 µM; 79,000 compounds, 9% hits; AID 157;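 also: 0% = growth of vehicle-only cultures of the same strain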
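Compounds were applied to mec2-1 yeast cells. Their growth was then compared with that of vehicle-treated cultures to give growth inhibition.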
yeast cln2 rad14: NCI yeast anticancer drug screen, S. cerevisiae cln2 rad14 strain; growth inhibition, % at 50 µM; 78,000 compounds, 8.3% hits;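 also: 0% = growth of vehicle-only cultures of the same strain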
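Test compounds were added to cln2 rad14 yeast cultures; inhibition of growth was then determined by comparison with vehicle treatment.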
mlh1 rad18: NCI yeast anticancer drug screen, S. cerevisiae mlh1 rad18 strain; % growth inhibition at 50 µM; 79,000 compounds, 11% hits;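 also: 0% = growth of vehicle-only cultures of the same strain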
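Growth inhibition of the yeast strain was measured after compound exposure and expressed relative to vehicle-treated controls. The strain carries defined defects in DNA damage repair.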
* hit, by the source's call; x = no result given; & = joins results of further samples. Rule as the data show it: active = growth inhibition above about 70%; inactive = the rest.

SMILES	yeast sgs1 mgt1	yeast rad50	yeast bub3	mec2-1	yeast cln2 rad14	mlh1 rad18
N#C/C=C\c1ccc(F)cc1	17	27	11	10	3	12
O=S(=O)(O)c1ccc(OCCCCCCCCOc2ccc(S(=O)(=O)O)cc2)cc1	-7	21	-2	-7	14	6
COc1ccc(NC(=O)c2ccccc2Cl)cc1	-12	1	1	4	55	-23
OC(Cc1cccnc1)(c1ccccc1)c1cccc2ccccc12 (stereo not given)	-2	12	10	14	7	14
O=c1cc(-c2ccccc2)c2ccccc2[nH]1	-12	2	-27	-7	16	-1
N#Cc1ccc(/C(=N/N)c2ccccc2)cc1	-1	7	-11	-19	-34	-3
O=C(O)c1ccc(NS(=O)(=O)Cc2ccccc2)cc1	-41	-14	-36	-24	-22	-6
O=[N+]([O-])c1cc(NN=C(c2ccccc2)c2ccccc2)cc([N+](=O)[O-])c1	15	6	28	1	13	8
O=C(Nc1c(Cl)cccc1Cl)Oc1cccc2cccnc12	91*	88*	89*	91*	88*	88*
CC(C)C1C(O)C23CCC4C(C)(CO)CCCC4(C)C2CC13 (stereo not given)	-23	-7	-24	-7	-15	-9
CCOC(=O)C(C#N)C=Nc1ccccc1 (stereo not given)	-5	-2	-32	-39	-5	-15
CC(=O)Nc1ccc2nc(SC(C)C)sc2c1	32	39	13	8	17	20
COc1ccc(/C=c2\sc3n(c2=O)C(N)=C(C#N)C(c2ccc(OC)cc2)C=3c2nc3ccccc3[nH]2)cc1 (stereo not given)	10	18	9	-13	-16	11
O=c1[nH]n(Cc2ccccc2CCl)c2ccc([N+](=O)[O-])cc12	-11	24	4	13	24	4
COc1ccc2c(c1)[n+]([O-])c(C(N)=O)c(N)[n+]2[O-]	99*	99*	98*	99*	99*	99*
CCCCCCSC(=Cc1cccc[n+]1C)SCCCCCC	100*	100*	100*	100*	99*	99*
COc1cc(/C=N/N(C)C)ccc1O	-5	51	-2	6	9	12
Cc1cccc(C)c1NC(=S)N(C)C	x	-9	x	-7	x	5
Cc1ccc2nc(N)nnc2c1	4	-6	-17	-34	21	-3
CC[C@H](CC[C@@H](C)[C@H]1CC[C@H]2[C@@H]3CC=C4C[C@@H](OC(C)=O)CC[C@]4(C)[C@H]3CC[C@]12C)C(C)C	-18	2	-17	-17	-5	1
COc1cccc2c1C(=O)c1c(O)c3c(c(O)c1C2=O)C[C@@](O)(C(C)=O)C[C@@H]3OC1CC(O)C(O)C(C)O1 (stereo not given in full)	85*	85*	85*	88*	83*	x
O=[N+]([O-])c1cccc(-c2nn[nH]n2)c1	-5&3	7&8	-3&6	-1&6	-17&-10	11&10
Cc1ccc(N2C(=O)CCSC2=S)cc1C	98*	97*	69	81*	39	95*
O=C(CCCC(=O)N/N=C/c1ccc(-c2ccccc2)cc1)N/N=C\c1ccc(-c2ccccc2)cc1	17	19	-6	7	4	-6
CC(C)CC(Nc1ncnc2nc[nH]c12)C(=O)O (stereo not given)	-4	18	20	-24	4	0
COC(=O)C(CO)NC(=O)C(Cc1cnc[nH]1)NC(=O)CNC(=O)OCc1ccccc1 (stereo not given)	-24	14	-3	-3	-14	9
[N-]=[N+]=NC1CC(n2cc(Cc3ccccc3)c(N)nc2=O)OC1CO (stereo not given)	11	0	3	-11	3	-7
COC(=O)/C(C)=C/[N+](=O)[O-]	23	5	8	14	20	34
CC(C)c1ccc(C(=O)OCCBr)cc1	16	19	2	-11	-3	1
O=C(O)c1cccc(-c2ccccc2)c1O.O=C(O)c1cccc(-c2ccccc2)c1O.[Cu]	22	41	34	39	3	32
Cc1ccc(O)c2occ(C)c12	10	18	-3	12	37	40
CC(Br)CCl (stereo not given)	22	26	14	17	2	39
CCOc1ccc2ccccc2c1C	-13	11	16	-10	-34	-23
CNC1=C(Sc2ccc(C)cc2)C(=O)c2ccccc2C1=O	5	-5	-9	2	0	-9
NNC(=O)C(Cc1cnc[nH]1)NC(=O)CNC(=O)OCc1ccccc1 (stereo not given)	1	0	24	1	-5	-5
CC(C)(N)CCC(=O)O	-2&13	0&10	11&-29	4&21	-7&-3	-3&7
CC(=O)SC(c1ccccc1)(c1ccccc1)c1ccccc1	5	-23	-2	-10	-3	8
CCC(C)Nc1ccccc1 (stereo not given)	-53	-48	-34	-13	-5	-37
N#Cc1c(C#N)c(-c2ccccc2)n(Cc2ccccc2)c1N	-11	4	-54	-11	-27	-48
CCOC(=O)c1[nH]n(-c2ccccc2)c(=O)c1/C=N/C(=S)NCCc1ccc(OC)c(OC)c1	5	2	-21	-1	-11	13
CCOc1cccc2sc(N)nc12	4	0	-10	-1	-27	25
CCOP(=O)(OCC)C(Cc1c[nH]c2ccccc12)C(=O)O (stereo not given)	-36	-45	-23	-59	-4	-14
CCCCN(CCCC)CC1CN=C(c2ccc([N+](=O)[O-])cc2)O1 (stereo not given)	6	-7	5	8	2	4
Cc1ccc(S(=O)(=O)N/N=C(\C(=O)Nc2cccc([N+](=O)[O-])c2)c2nc3ccc([N+](=O)[O-])cc3[nH]c2=O)cc1	4	-3	-3	-6	7	2
COc1ccc(CCNC(=S)NC(=O)c2ccc(Cl)c(Cl)c2)cc1OC	68	48	44	47	50	56
CC/C(Cl)=N\OC(=O)Nc1ccc(OC)c(C)c1	14	10	4	1	23	-42
O=C1CN2CCC1C/C2=C\c1ccnc2c(Cl)cc(Cl)cc12 (stereo not given)	-1	8	-12	-8	-3	19
CCNC(=O)NS(=O)(=O)c1ccc(Sc2ccc(C)cc2)nc1	-1	-11	7	-7	-20	1
CCCC(N)S(=O)(=O)O (stereo not given)	-24	-26	6	-11	-14	-11
O=C(Nc1ccc(Cl)cc1)NS(=O)(=O)c1ccc2c(c1)CCC2	70	59	30	39	59	46
NC(=O)C(=CNc1nc(-c2ccc(Cl)c(Cl)c2)cs1)C(N)=O	-29	-54	-6	-45	-17	-8
CC(C)=CCC(OC(=O)C=C(C)C)C1=CC(=O)c2c(O)ccc(O)c2C1=O (stereo not given)	7	3	3	-7	4	3
CN(C)CC(CN(C)C)C(=O)c1ccc(Oc2ccccc2)cc1	99*	100*	100*	100*	100*	99*
CC(=O)CC(C)(C)c1cc(CC(C)(C)C(N)=O)on1	17	1	11	0	11	17
CC1COCCOC(=O)c2cccc(n2)C(=O)OCCOCC(C)O1 (stereo not given)	30	42	20	25	12	31
O=[N+]([O-])c1ccc(-c2nnn(C3CC3)c2N2CCCCC2)cc1	-3	-8	-4	-6	0	5
COc1c2c3c(ccnc3c3ccccc13)C(=O)N2C	78*	83*	76*	71*	61	75*
COc1ccc(/C=C2\Oc3cc(OC(C)=O)ccc3C2=O)cc1	-15	-67	-15	-45	12	-22
O=C(Nc1ccc(NC(=O)Nc2cc(C(F)(F)F)ccc2Oc2ccc(Cl)c(Cl)c2)cc1)Nc1cc(C(F)(F)F)ccc1Oc1ccc(Cl)c(Cl)c1	-13	-28	-35	-45	-23	-20
O=C1[C@H]2ON(c3ccccc3)C(c3ccc([N+](=O)[O-])cc3)[C@H]2C(=O)N1c1ccc(Cc2ccc(N3C(=O)[C@@H]4ON(c5ccccc5)C(c5ccc([N+](=O)[O-])cc5)[C@@H]4C3=O)cc2)cc1 (stereo not given in full)	-12	10	-3	17	21	-10

Part of the list above in order of molar mass, rising:
SMILES	yeast sgs1 mgt1	yeast rad50	yeast bub3	mec2-1	yeast cln2 rad14	mlh1 rad18
CCC(C)Nc1ccccc1 (stereo not given)	-53	-48	-34	-13	-5	-37
CCCC(N)S(=O)(=O)O (stereo not given)	-24	-26	6	-11	-14	-11
CCOc1cccc2sc(N)nc12	4	0	-10	-1	-27	25
COc1c2c3c(ccnc3c3ccccc13)C(=O)N2C	78*	83*	76*	71*	61	75*
CC(=O)CC(C)(C)c1cc(CC(C)(C)C(N)=O)on1	17	1	11	0	11	17
N#Cc1c(C#N)c(-c2ccccc2)n(Cc2ccccc2)c1N	-11	4	-54	-11	-27	-48
COc1ccc(/C=C2\Oc3cc(OC(C)=O)ccc3C2=O)cc1	-15	-67	-15	-45	12	-22
O=[N+]([O-])c1ccc(-c2nnn(C3CC3)c2N2CCCCC2)cc1	-3	-8	-4	-6	0	5
CC(=O)SC(c1ccccc1)(c1ccccc1)c1ccccc1	5	-23	-2	-10	-3	8
CCOP(=O)(OCC)C(Cc1c[nH]c2ccccc12)C(=O)O (stereo not given)	-36	-45	-23	-59	-4	-14
CN(C)CC(CN(C)C)C(=O)c1ccc(Oc2ccccc2)cc1	99*	100*	100*	100*	100*	99*
CCCCN(CCCC)CC1CN=C(c2ccc([N+](=O)[O-])cc2)O1 (stereo not given)	6	-7	5	8	2	4
O=C(Nc1ccc(Cl)cc1)NS(=O)(=O)c1ccc2c(c1)CCC2	70	59	30	39	59	46
CC1COCCOC(=O)c2cccc(n2)C(=O)OCCOCC(C)O1 (stereo not given)	30	42	20	25	12	31
NC(=O)C(=CNc1nc(-c2ccc(Cl)c(Cl)c2)cs1)C(N)=O	-29	-54	-6	-45	-17	-8
CC(C)=CCC(OC(=O)C=C(C)C)C1=CC(=O)c2c(O)ccc(O)c2C1=O (stereo not given)	7	3	3	-7	4	3
COc1ccc(CCNC(=S)NC(=O)c2ccc(Cl)c(Cl)c2)cc1OC	68	48	44	47	50	56
CCOC(=O)c1[nH]n(-c2ccccc2)c(=O)c1/C=N/C(=S)NCCc1ccc(OC)c(OC)c1	5	2	-21	-1	-11	13
Cc1ccc(S(=O)(=O)N/N=C(\C(=O)Nc2cccc([N+](=O)[O-])c2)c2nc3ccc([N+](=O)[O-])cc3[nH]c2=O)cc1	4	-3	-3	-6	7	2
O=C(Nc1ccc(NC(=O)Nc2cc(C(F)(F)F)ccc2Oc2ccc(Cl)c(Cl)c2)cc1)Nc1cc(C(F)(F)F)ccc1Oc1ccc(Cl)c(Cl)c1	-13	-28	-35	-45	-23	-20
O=C1[C@H]2ON(c3ccccc3)C(c3ccc([N+](=O)[O-])cc3)[C@H]2C(=O)N1c1ccc(Cc2ccc(N3C(=O)[C@@H]4ON(c5ccccc5)C(c5ccc([N+](=O)[O-])cc5)[C@@H]4C3=O)cc2)cc1 (stereo not given in full)	-12	10	-3	17	21	-10

Next section:
SMILES	yeast sgs1 mgt1	yeast rad50	yeast bub3	mec2-1	yeast cln2 rad14	mlh1 rad18
CN(C)S(=O)(=O)c1ccc(CCc2ccccc2)cc1	4	10	11	3	5	1
O=C(Nc1cc(C(F)(F)F)ccc1Cl)c1ccc(Cl)cc1Cl	2	8	10	11	-1	14
CCO[C@@H]1OC(=O)[C@H]2C(c3ccccc3)=NO[C@@H]12	-10	-13	14	-22	8	-4
CCOC(=O)C1(C)Sc2ccccc2N=C1c1ccccc1 (stereo not given)	45	26	26	48	7	18
CS(=O)(=O)Oc1c(Cl)cc(Cl)c2cccnc12	-4	8	1	-1	-14	11
CCOC(=O)CC(COC)C(Br)(C(=O)OCC)C(=O)OCC (stereo not given)	15	32	-3	-9	-24	-4
CC1CN(C(=S)Nc2ccccc2)CCN1c1ccccc1 (stereo not given)	-4	4	9	-2	-35	-5
CC(C)C1OC(/C=C/c2ccccc2)OCC1(C)C (stereo not given)	-9	-20	-7	-8	-47	-9
Cc1ccc(N2C(=O)CS/C2=C(\C#N)c2nc3ccccc3[nH]2)cc1	-66	-78	-77	-62	-58	-40
O=C1c2ccccc2C(=O)c2c3c(cc([N+](=O)[O-])c21)OCO3	9	-18	-3	12	26	-10
CC1CC(C)(C)NC(C2CCC=CO2)O1 (stereo not given)	-7	5	-19	-4	-21	6
COc1ccc([N+](=O)[O-])cc1NC(=O)c1cccc(Cl)c1	16	32	27	15	27	23
O=C(Nc1ccccc1O)c1ccc([N+](=O)[O-])cc1	-4	2	20	34	-16	19
CC(=O)N[N+](C)(C)C	12	-20	1	-39	4	8
CC1CCC(O)C(C(O)CC2CC(=O)NC(=O)C2)C1 (stereo not given)	5	23	4	-3	-22	3
C=CCn1c(=O)cc[nH]c1=S	-25	-12	-1	-13	3	-21
CCOC(=O)Cc1nc2sc3c(c2c(=O)[nH]1)CCCC3	22	10	4	2	-1	17
CN(C)C1=NC(NC2CCCCC2)(N(C)C)OC(N(C)C)=N1 (stereo not given)	3	1	2	-1	20	11
N#C/C(N)=C(\C#N)N=CN	-7	-6	-22	6	34	-28
COc1ccc(N/N=C(/c2ccccc2)c2noc(-c3ccccc3)n2)cc1	89*	80*	94*	92*	89*	93*
